High-throughput results (PubChem)
Cdc42 wt GTP = modulators (inhibitors or activators) of GTP binding to human Cdc42 wildtype; percent activity (GTP binding), % at 10 µM; 190,000 tested, 0.2% active; AID 761; GST-Cdc42 beads, Bodipy-GTP binding, flow cytometry; actives lie on both sides;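 active = percent activity GTP binding at least 20 points away from the 100% baseline, either down as inhibitor or up as activator; inconclusive = compound flagged as likely green fluorescent from well-wide comparison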;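 note: median bead fluorescence of bound Bodipy-FL-GTP at 100 nM; 0% = excess unlabeled GTP control and 100% = no compound control; below 100% means less GTP binding so inhibitor and above means activator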
Target sequence (P60953 whole entry, looked up): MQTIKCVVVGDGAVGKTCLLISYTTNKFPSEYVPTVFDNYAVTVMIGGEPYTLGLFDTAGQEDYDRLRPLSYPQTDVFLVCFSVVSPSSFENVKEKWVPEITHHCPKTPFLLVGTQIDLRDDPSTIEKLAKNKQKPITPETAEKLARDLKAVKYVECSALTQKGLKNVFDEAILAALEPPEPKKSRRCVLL
Pf gamet viab = inhibitors of late stage P. falciparum gametocyte viability | P. falciparum stage V gametocytes, ATP luminescence, 24 h | inhibition, % at 10.9 µM | 150,000 tested, 0.065% active;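 active = inhibition above the mean plus 3 SD of compounds within the control limits, set per campaign, cut at about 38% in these data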;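 note: 0% = DMSO wells and 100% = medium only without gametocytes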
Rab7 wt GTP bind = alters GTP binding to wildtype dog Rab7; GTP binding activity (percent of control), % at 10 µM; 190,000 tested, 0.055% active; GST-Rab7 beads, fluorescent GTP binding, flow cytometry; actives lie on both sides; untreated = 100%, excess cold GTP = 0%;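 active = fluorescent GTP binding to Rab7 beads changed by at least 20 points from the 100% baseline, either direction, mostly lower; inconclusive = compound itself probably fluorescent, or too few beads counted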;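 note: median green fluorescence of bound Bodipy-FL-GTP per Rab7 bead population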
Mcl1-Noxa inh = Mcl-1/Noxa interaction inhibition | TR-FRET Mcl-1/Noxa peptide binding, 2 h | inhibition, % at 21.7 µM | 220,000 tested, 1.5% active | Q07820;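 active = compounds that cut the protein-peptide binding signal by more than 50% relative to plate controls in a single-dose test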;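 note: His-tagged Mcl-1 with rhodamine Noxa BH3 peptide and terbium anti-His antibody; 0% = Mcl-1 plus Noxa peptide wells and 100% = peptide-only wells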
Rab2 wt GTP = changes GTP binding to wildtype dog Rab2A, up or down | GST-Rab2 wt beads, Bodipy-GTP binding, flow cytometry | AID 760 | GTP binding activity, % at 10 µM | 190,000 tested, 0.19% active;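 active = GTP binding activity at least 20 points away from 100%, either lowered or raised; inconclusive = signal likely due to the compound's own green fluorescence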;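 note: 0% = beads with excess unlabeled GTP and 100% = no-compound control corrected for plate trend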
HRas wt GTP bind = modulators of GTP binding to human HRas wildtype; P01112; GST-Ras wt beads, Bodipy-FL-GTP binding, flow cytometry; actives lie on both sides; GTP binding activity, % at 10 µM; 190,000 tested, 0.14% active;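 active = GTP binding activity at least 20% away from the 100% baseline, either lowered as inhibitor or raised as activator; inconclusive = flagged as likely green fluorescent, judged across all proteins in the well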;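 note: 0% = unlabeled GTP competition control and 100% = no-compound control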
Target sequence (P01112 whole entry, looked up): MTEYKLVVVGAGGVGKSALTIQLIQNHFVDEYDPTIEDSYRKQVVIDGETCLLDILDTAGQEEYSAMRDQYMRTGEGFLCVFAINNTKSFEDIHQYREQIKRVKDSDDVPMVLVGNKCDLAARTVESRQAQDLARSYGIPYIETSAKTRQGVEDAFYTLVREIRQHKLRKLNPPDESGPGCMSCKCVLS
Rac1 mut GTP = alters GTP binding to activated mutant human Rac1 | GST-Rac1 activated beads, fluorescent GTP binding, flow cytometry; actives lie on both sides; 100% means binding = to untreated wells | percent activity (GTP binding), % at 10 µM | 190,000 tested, 0.11% active;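 active = GTP binding at least 20 percentage points away from the 100% baseline, in either direction, so actives lie on both sides; inconclusive = Compound likely fluorescent itself, or too few beads counted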
Mcl-1 Bim block = disrupts Bim peptide binding to human Mcl-1 | Q07820 | Bead-based flow cytometry, Bim peptide-Mcl-1 binding | AID 1009 | 190,000 tested, 0.1% active | inhibition, % at 10 µM; in the data active = inhibition above about 40%;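 note: 0% = no compound tracer wells and 100% = peptide blocker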
Rac1 wt GTP bind = modulators of human Rac1 wildtype GTP binding; P63000; GST-Rac1 beads, fluorescent GTP binding, flow cytometry; actives lie on both sides; 0 = cold GTP competed, 100 = untreated; GTP binding activity (% of control), % at 10 µM; 190,000 tested, 0.27% active; AID 757;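 active = GTP binding activity at least 20 points away from the 100% control level, either lower or higher; inconclusive = compound flagged as likely green fluorescent, judged across all proteins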
RGS8-Gao reg = modulates binding of RGS8 to human Galphao | 220,000 tested, 0.34% active | multiplexed bead flow cytometry; actives lie on both sides | response (percent of control binding), % at 10 µM; in the data active = response below about 60% or above about 140%; inactive = in between;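 note: Galphao activated as the GDP aluminium fluoride complex binding bead-coupled RGS8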
Target sequence (P09471 whole entry, looked up): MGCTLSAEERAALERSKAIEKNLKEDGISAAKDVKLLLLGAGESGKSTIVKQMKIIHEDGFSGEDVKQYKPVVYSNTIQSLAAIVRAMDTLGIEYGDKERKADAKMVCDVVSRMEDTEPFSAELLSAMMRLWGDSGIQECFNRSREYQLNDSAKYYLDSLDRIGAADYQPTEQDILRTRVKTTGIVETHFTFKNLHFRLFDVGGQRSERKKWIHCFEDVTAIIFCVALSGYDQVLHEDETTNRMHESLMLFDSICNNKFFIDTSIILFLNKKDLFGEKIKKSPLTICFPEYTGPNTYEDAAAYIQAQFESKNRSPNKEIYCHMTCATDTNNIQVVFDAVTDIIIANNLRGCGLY
Mcl1-Bid inh = disrupts binding of human Mcl-1 to Bid peptide; Q07820; TR-FRET Mcl-1/Bid-Dy647 peptide binding, 1536-well; inhibition, % at 21.7 µM; 220,000 tested, 0.97% active;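 active = compounds that cut the binding signal by more than half at the single screening dose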;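 note: His-tagged Mcl-1 with europium anti-His antibody binding Bid BH3 peptide; 0% = Mcl-1 plus peptide wells and 100% = peptide-only wells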
* marks the source's active call; other numbers are inactive results; ? = inconclusive; nt = not tested or not shown. Not a hit list, and some 2.9% of all compounds hit somewhere here.

SMILES	Cdc42 wt GTP	Pf gamet viab	Rab7 wt GTP bind	Mcl1-Noxa inh	Rab2 wt GTP	HRas wt GTP bind	Rac1 mut GTP	Mcl-1 Bim block	Rac1 wt GTP bind	RGS8-Gao reg	Mcl1-Bid inh
Cn1c(NC(=O)c2cc(-c3ccc4c(c3)OCO4)nc3ccccc23)cc(=O)n(C)c1=O	?	nt	?	-3	?	?	?	15	?	101	-3
COCC(C)NC(=O)c1cc(-c2ccccc2OC)on1 (stereo not given)	?	-34	?	-21	?	?	?	-1	?	101	-5
O=C(CN1CCCCCCC1)N/N=C/c1ccccc1F	105	-22	100	28	102	103	104	-5	102	103	-6
O=C(O)C1CC=CCC1C(=O)NCc1ccc2c(c1)OCO2 (stereo not given)	99	nt	101	-7	99	101	98	14	104	103	-9
COc1ccccc1C(c1nnnn1CCc1ccccc1)N1CCCCCC1 (stereo not given)	101	nt	96	9	98	98	98	-4	101	94	8
CCOC(=O)CSC1=C(C#N)C(c2ccc(Cl)cc2)CC(=O)N1 (stereo not given)	100	nt	100	8	100	99	99	-3	105	98	-2
COc1ccc(-c2csc(NC(=O)c3ccccc3NS(=O)(=O)c3ccc(C)cc3)n2)cc1	103	3	97	15	93	94	92	2	101	89	40
CC1=C(C(=O)Nc2ccccn2)C(c2ccc3c(c2)OCO3)C2=C(CC(C)(C)CC2=O)N1 (stereo not given)	90	-18	98	0	97	94	92	0	86	92	-29
COc1ccc(C(=O)C(Cc2cc(C(C)=O)ccc2OC)N2CCCC2)cc1 (stereo not given)	100	-6	100	-2	97	99	99	-2	101	100	-30
COc1cccc(-c2cc(C(=O)N3CCN(C(c4ccccc4)c4ccccc4)CC3)no2)c1	104	4	98	-15	101	102	103	0	107	100	11
Cc1ccn2c(Nc3ccc4c(c3)OCO4)c(-c3ccccn3)nc2c1	104	0	104	-26	100	102	100	4	104	97	-58
Cn1c(=O)cc(OCCCC(=O)NCCC2=CCCCC2)c2ccccc21	99	4	99	7	100	99	100	7	103	99	-3
CC/C(=N\NC(=O)c1ccc(Br)cc1)c1ccccc1	99	1	110	10	102	101	98	-2	104	99	-5
Cc1ccc(C(=O)Nc2ccc3c(c2)CCC3)o1	?	nt	?	31	?	?	?	7	?	100	10
Cc1ccc(-c2cc(C(=O)Nc3nn[nH]n3)c3ccccc3n2)c(C)c1	?	nt	?	10	?	?	?	-3	?	103	-26

Whole records from above. Order of values: Cdc42 wt GTP, Pf gamet viab, Rab7 wt GTP bind, Mcl1-Noxa inh, Rab2 wt GTP, HRas wt GTP bind, Rac1 mut GTP, Mcl-1 Bim block, Rac1 wt GTP bind, RGS8-Gao reg, Mcl1-Bid inh
`O=C(CN1CCCCCCC1)N/N=C/c1ccccc1F` is listed as 105, -22, 100, 28, 102, 103, 104, -5, 102, 103, -6
`CC1=C(C(=O)Nc2ccccn2)C(c2ccc3c(c2)OCO3)C2=C(CC(C)(C)CC2=O)N1` (stereo not given) is listed as 90, -18, 98, 0, 97, 94, 92, 0, 86, 92, -29
`CC/C(=N\NC(=O)c1ccc(Br)cc1)c1ccccc1` is listed as 99, 1, 110, 10, 102, 101, 98, -2, 104, 99, -5
`Cc1ccc(-c2cc(C(=O)Nc3nn[nH]n3)c3ccccc3n2)c(C)c1` is listed as ?, nt, ?, 10, ?, ?, ?, -3, ?, 103, -26
`COc1cccc(-c2cc(C(=O)N3CCN(C(c4ccccc4)c4ccccc4)CC3)no2)c1` is listed as 104, 4, 98, -15, 101, 102, 103, 0, 107, 100, 11

The listing continues:
SMILES	Cdc42 wt GTP	Pf gamet viab	Rab7 wt GTP bind	Mcl1-Noxa inh	Rab2 wt GTP	HRas wt GTP bind	Rac1 mut GTP	Mcl-1 Bim block	Rac1 wt GTP bind	RGS8-Gao reg	Mcl1-Bid inh
COc1ccc(OC)c(S(=O)(=O)NCc2cccnc2)c1	105	1	96	-2	98	99	99	1	108	108	1
CCN(CC)S(=O)(=O)c1ccc2c(c1)nc(SCn1nnc3ccccc3c1=O)n2CC	100	4	101	3	99	101	96	-1	101	94	-11
COc1ccc(CC(=O)OCC(=O)Nc2ccc(Cl)cn2)cc1	101	nt	99	12	99	99	97	-1	101	100	-27
O=C(O)C1CSC2(c3ccc(Br)cc3)CCC(=O)N12 (stereo not given)	96	-19	103	21	97	98	96	0	101	102	17
O=C(O)CCn1c(SCc2ccccc2)nc2ccccc21	94	nt	88	-1	89	91	90	12	91	81	-7
O=c1[nH]c2cc(Cl)cc(Cl)c2[nH]c1=O	105	3	109	7	105	105	97	-2	102	91	-19
O=C(C(=O)N1CCN(c2cccc(Cl)c2)CC1)N1CCCCC1	96	-30	95	16	96	95	92	-1	99	98	-20
CCCCCn1c(=O)[nH]c2cc(C(=O)O)ccc2c1=O	97	nt	99	34	97	96	96	0	96	103	25
CC(=O)N1CC(=O)N(OCc2ccccc2)C1c1ccc(Cl)cc1Cl (stereo not given)	101	0	104	-1	104	104	96	-1	97	100	-24
CN1CCc2c(c3c(n2C)CCN(C)[C@H]3c2ccccc2F)[C@@H]1c1ccccc1F	104	nt	103	6	99	102	98	1	105	102	-24
CC(C)C1C(c2ccccc2)N(C)C(c2ccccc2)CC1(O)c1ccccc1 (stereo not given)	102	nt	102	19	99	101	100	7	104	102	-13
CN1CCN/C1=C(/C(Cl)=C(Cl)Cl)[N+](=O)[O-]	100	17	97	14	98	98	98	2	104	103	3
CC(C)COP(=O)(c1ccc(N(C)C)cc1)C(Nc1ccccc1)c1cccnc1 (stereo not given)	102	-9	100	25	101	102	100	-5	104	100	-53
O=C(NCCc1ccccc1)c1ccc(CS(=O)(=O)c2ccc(Cl)cc2)o1	98	4	107	23	100	99	95	0	99	91	-17
O=C(COc1ccccc1)Nc1ccc([N+](=O)[O-])cc1	101	-1	99	21	100	100	100	-2	104	104	1
CCn1cc(C(=O)O)c(=O)c2cc(F)c(N3CCN(C(=S)NC(=O)c4ccc(F)c(F)c4)CC3)cc21	94	15	101	-2	96	94	93	-1	96	101	-47
COc1cccc(NC(=O)Nc2ccc(CC(=O)O)cc2)c1	100	nt	100	5	96	97	97	0	102	102	-24
CC(C)CCNC(=O)CN(CC1CCCO1)C(=O)CCC(=O)Nc1nccs1 (stereo not given)	98	-22	99	-14	99	100	100	-1	100	97	-29
Cc1ccc(-c2cc(C(F)F)n3ncc(C(=O)NN4CCCCC4)c3n2)cc1	106	20	107	2	106	100	98	-2	99	103	-2
CCN(c1ccccc1)S(=O)(=O)c1ccc(OC)c(NC(=O)Cn2cnc3c2c(=O)n(C)c(=O)n3C)c1	94	-10	102	19	99	97	96	0	102	100	-8
CCNc1nc(NCC)n2c(SCC(=O)O)nnc2n1	100	nt	100	0	99	98	98	-3	104	101	-12
CCCOc1ccccc1Cn1c(=O)oc2ccc(C)cc21	101	nt	99	-8	100	100	98	0	101	95	-2
CC1N(C)c2cc(NC(=O)c3cccs3)c(P(=O)(Nc3ccc([N+](=O)[O-])cc3)N3CCOCC3)cc2C1(C)C (stereo not given)	97	-7	106	-11	100	98	97	-1	98	103	-39
CNc1ccccc(-c2ccc3cc4c(cc3n2)OCO4)c1=O	98	-19	99	44	96	99	102	-2	105	101	-94
O=C(NCCNc1ccc2ccccc2c1)c1cccn2c(=O)c3sccc3nc12	96	nt	91	10	91	95	93	2	94	101	-16
CCc1nnc(NC(=O)c2cc(S(=O)(=O)N(CC)CC)ccc2Cl)s1	97	nt	100	22	98	99	99	-5	101	86	8
O=c1[nH][nH]c(-c2ccccc2)c1C=Nc1ccccc1Cl	91	nt	94	2	93	94	93	0	94	104	-3
COC(=O)c1cc(OC)c(OC)cc1NC(=O)CC1CCCCC1	100	-9	99	9	99	102	99	0	101	94	-2
Cc1cccc(NS(=O)(=O)c2cccs2)c1	101	nt	101	9	100	99	97	-1	103	106	-4
N#Cc1c(-c2cccnc2)c2c([nH]c1=S)CCCC2	93	nt	90	46	91	91	90	1	92	101	-41
O=C1c2cccnc2C(=O)N1c1ccccc1-c1ccccc1	100	2	102	-21	99	98	97	-5	104	100	4
COc1ccc(OCC(=O)N/N=C2/C=C(C)CC2)cc1	93	-22	94	-6	94	92	91	0	95	101	-23
CS(=O)(=O)N(CC(=O)NCc1cccnc1)C1CCCCC1	93	nt	100	-6	93	96	92	0	99	96	3
Nc1ccccc1NC1=CC(=O)CC(c2ccco2)C1 (stereo not given)	101	nt	97	7	102	99	97	1	99	99	-27
Cc1cc(C)cc(N(CCC(=O)Nc2nnc(C3CC3)s2)S(=O)(=O)c2ccc(Cl)cc2)c1	101	6	99	9	98	102	101	-5	106	101	-19
CCOC(=O)C1C(c2cc(OC)c(OC)c(OC)c2)NC(=S)NC1(O)C(F)(F)F (stereo not given)	96	nt	102	10	99	97	96	-9	101	113	-36
CC(C)(C)C(=O)O/N=C1\CCS(=O)(=O)c2sccc21	99	-5	98	14	98	97	95	-2	98	100	-9
Cc1[nH]nc(-c2ccc(OCc3cnn(-c4ccccc4)c3)cc2O)c1Oc1ccc(F)cc1	101	3	99	2	100	102	100	-2	102	108	-10
